From PubChem
C-LANA FP: blocks KSHV LANA C-terminal domain binding to DNA; MBP-C-LANA/FAM-LBS DNA binding, fluorescence polarization; inhibition, % at 9 µM; 340,000 compounds, 0.078% hits; AID 504423;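 active means highest replicate inhibition at or above 60% at 9 µM, even if other replicates fall short; inactive means all replicates below 60% inhibition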;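 further: 0% = neutral control wells and 100% = 4 µM acridine orange control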
NSD2 HMT inh: blocks human histone methyltransferase NSD2. O96028. NSD2 peptide methylation, AlphaScreen, 120 min. inhibition, % at 12.5 µM. 310,000 compounds, 0.54% hits; in the data active means inhibition above about 50%
V-ATPase pHluor: yeast V-ATPase proton transport regulation by pHLuorin; S. cerevisiae, pHLuorin cytosolic pH fluorescence; response, % at 10 µM; 350,000 compounds, 0.37% hits; AID 504577; in the data active means response mostly above about 7.3%, no sharp cut-off; inactive means mostly below about 5.4%; further: actives read high; inactives centre near 0; some compounds called inactive have numbers as strong as hits; reference of the scale not given here
CAL PDZ FP-1: inhibitors of human CAL PDZ peptide binding; Q9HD26; purified CAL PDZ, TMR-peptide fluorescence polarization, 1 h; inhibition, % at 20 µM; 330,000 compounds, 0.02% hits; AID 504414;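 active means highest replicate inhibition of at least 40%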;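 further: plate controls were DMSO neutral control wells for no effect and unlabeled competitor peptide control wells for full effect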
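Assay system – tagged CAL PDZ protein CerCALP, purified · Timing – 1 h at RT · Compound – single point, 20 µM · Measured by – fluorescence polarization from S- and P-plane intensities, G-factor corrected · Evaluation – inhibition from polarization loss · Probe or stimulus – TMR reporter peptide T*-PRC34 · Buffer or medium – pH 7.4 phosphate-saline buffer, reducing agent, detergent, IgG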
Arrestin-AP2 inh: human beta-arrestin and AP2 interaction inhibition. AID 504490. 340,000 compounds, 0.31% hits. inhibition, % at 10 µM. FITC-arrestin peptide / GST-AP2 beads, flow cytometry; AP2 beta2 appendage carries R879A mutation;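 active means inhibition above a set limit, near 3 SD of compounds lacking own fluorescence, cut at about 54% in these data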;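 further: plate controls were DMSO wells for no effect and 5 µM unlabelled arrestin peptide for full effect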
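System: GST-AP2 R879A glutathione beads; medium: PBS, Tween 20 0.05%, BSA 0.1%; reagent: fluorescein-tagged arrestin peptide at 50 nM final; schedule: pre-incubation 12 min, peptide binding 1 h, room temperature; detection: flow cytometry, FL1 (488/535 nm); read-out: inhibition as reduced fluorescein signal on beads, percent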
DAGLB inh: diacylglycerol lipase beta (human) inhibition; Q8NCG7; HEK293T DAGLB membrane lysate, EnzChek fluorogenic substrate; inhibition, % at 5.17 µM; 340,000 compounds, 0.059% hits; AID 504411; in the data active means inhibition above about 34%;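 further: 0% = enzyme with vehicle and 100% = wells lacking enzyme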
Target sequence (Q8NCG7 whole entry, looked up): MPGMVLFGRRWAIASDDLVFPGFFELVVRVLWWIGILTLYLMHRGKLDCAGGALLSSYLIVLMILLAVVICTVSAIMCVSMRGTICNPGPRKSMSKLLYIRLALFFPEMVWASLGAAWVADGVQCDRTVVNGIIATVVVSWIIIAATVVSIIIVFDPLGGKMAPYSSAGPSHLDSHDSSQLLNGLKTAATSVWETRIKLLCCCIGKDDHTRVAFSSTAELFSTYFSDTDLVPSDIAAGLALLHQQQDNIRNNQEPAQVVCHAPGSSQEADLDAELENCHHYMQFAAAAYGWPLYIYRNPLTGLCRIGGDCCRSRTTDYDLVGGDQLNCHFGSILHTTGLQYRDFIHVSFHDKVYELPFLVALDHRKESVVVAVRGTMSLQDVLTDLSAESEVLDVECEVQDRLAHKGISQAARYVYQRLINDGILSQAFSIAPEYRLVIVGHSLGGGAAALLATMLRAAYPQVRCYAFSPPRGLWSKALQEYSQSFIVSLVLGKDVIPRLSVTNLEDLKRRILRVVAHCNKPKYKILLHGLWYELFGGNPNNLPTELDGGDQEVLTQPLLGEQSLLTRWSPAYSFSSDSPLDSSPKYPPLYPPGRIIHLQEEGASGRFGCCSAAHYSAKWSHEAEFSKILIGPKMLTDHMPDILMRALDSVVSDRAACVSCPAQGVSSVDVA
CAL PDZ FP-2: inhibitors of human CAL PDZ peptide binding | purified CAL PDZ, TMR-peptide fluorescence polarization, 1 h | inhibition, % at 24.9 µM | 300,000 compounds, 0.92% hits | AID 602252;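 active means mean inhibition of at least 30% with at least half of replicates also reaching 30%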;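 further: 0% = DMSO neutral control and 100% = excess unlabeled competitor peptide PRC23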
DSG3 Ab inh: blocks pemphigus antibody binding to human desmoglein-3 | binding (percent of control), % at 10 µM | 310,000 compounds, 0.48% hits | DSG3-coupled beads, scFv-anti-DSG3-GFP binding, flow cytometry; active compounds read low;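 active means binding more than 3 SD below its plate's average and above zero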;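 further: hits lower antibody fragment binding to DSG3; some compounds called inactive have numbers as strong as hits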
Keap1 Nrf2 FP: disrupts human Keap1 binding to Nrf2 peptide | Q14145 | Keap1 Kelch-Nrf2 peptide fluorescence polarization, 1536-well | inhibition, % at 9.4 µM | 340,000 compounds, 0.15% hits | AID 504523; in the data active means inhibition above about 12%;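 further: human Keap1 Kelch domain with fluorescein labeled Nrf2 9mer peptide probe; 0% = neutral control wells and 100% = peptide positive control; higher means more block of Keap1 binding to Nrf2 peptide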
Cardiac RTF inh: cardiac RTF calcium desensitization; inhibition, % at 7.15 µM; IANBD-labeled cardiac RTF, Ca2+ fluorescence; 340,000 compounds, 0.12% hits;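 active means inhibition above the mean inhibition of all tested compounds plus 3 SD, cut at about 17% in these data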;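 further: assay run at fixed EC70 calcium of 1.6 mM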
* hit, by the source's call. Not all compounds are listed; count on the stated rates, not on these rows.

What do the screens show for `CC1CCCCC1NC(=O)COC(=O)c1cc(=O)[nH]c2ccccc12` (stereo not given)?
C-LANA FP: 0.6; NSD2 HMT inh: -1; V-ATPase pHluor: 3; CAL PDZ FP-1: -0.4; Arrestin-AP2 inh: -2; DAGLB inh: 1; DSG3 Ab inh: 95; Keap1 Nrf2 FP: 1; Cardiac RTF inh: -1

How did CCN(CC)c1ccc(C=O)c(OC)c1 do in these assays?
C-LANA FP: 0.9; NSD2 HMT inh: 42; V-ATPase pHluor: 0; CAL PDZ FP-1: 0.1; Arrestin-AP2 inh: 53; DAGLB inh: 1; CAL PDZ FP-2: 0; DSG3 Ab inh: 102; Keap1 Nrf2 FP: 3; Cardiac RTF inh: 4

What do the screens show for `COc1cc(C2C(C#N)=C(N)N(c3cccnc3)C3=C2C(=O)CCC3)ccc1O` (stereo not given)?
C-LANA FP: 3.4; NSD2 HMT inh: 0; V-ATPase pHluor: 4; CAL PDZ FP-1: 0.5; Arrestin-AP2 inh: 5; DAGLB inh: 1; CAL PDZ FP-2: 0; DSG3 Ab inh: 105; Keap1 Nrf2 FP: -5; Cardiac RTF inh: -6

What do the screens show for `COc1cccc(N2CCN(C(=O)c3[nH]c(C)c(C(C)=O)c3C)CC2)c1`?
C-LANA FP: 0.1; NSD2 HMT inh: 2; V-ATPase pHluor: -1; CAL PDZ FP-1: -1.5; Arrestin-AP2 inh: -6; DAGLB inh: 0; CAL PDZ FP-2: -5; Keap1 Nrf2 FP: -2; Cardiac RTF inh: 3

How did Cc1ccc(NC(=O)CSc2n[nH]c(C)c2[N+](=O)[O-])cc1C do in these assays?
C-LANA FP: -0.1; NSD2 HMT inh: -2; V-ATPase pHluor: 1; CAL PDZ FP-1: 0.4; Arrestin-AP2 inh: 4; DAGLB inh: 0; CAL PDZ FP-2: -4; DSG3 Ab inh: 99; Keap1 Nrf2 FP: -3; Cardiac RTF inh: -6

Results for Cc1cc(OCC(=O)Nc2nnc(C3CC3)s2)ccc1[N+](=O)[O-] ?
C-LANA FP: -0.6; NSD2 HMT inh: 7; V-ATPase pHluor: -1; CAL PDZ FP-1: -0.1; Arrestin-AP2 inh: 8; DAGLB inh: 1; CAL PDZ FP-2: -5; DSG3 Ab inh: 102; Keap1 Nrf2 FP: -7; Cardiac RTF inh: -2

Results for Cc1cc(C)c2cc(C(c3nnnn3C3CCCC3)N3CCOCC3)c(=O)[nH]c2c1 (stereo not given) ?
C-LANA FP: -1.7; NSD2 HMT inh: -3; V-ATPase pHluor: -2; CAL PDZ FP-1: 0.1; Arrestin-AP2 inh: 2; DAGLB inh: 2; CAL PDZ FP-2: -7; DSG3 Ab inh: 99; Keap1 Nrf2 FP: -4; Cardiac RTF inh: -7

Results for O=C(O)c1ccc(-n2cccc2/C=C2/NC(=O)N(c3ccccc3)C2=O)cc1 ?
C-LANA FP: 46; NSD2 HMT inh: 101*; V-ATPase pHluor: 5; CAL PDZ FP-1: -1.2; Arrestin-AP2 inh: 5; DAGLB inh: 1; CAL PDZ FP-2: 3; DSG3 Ab inh: 93; Keap1 Nrf2 FP: 4; Cardiac RTF inh: 17*

How did CCN(CC(=O)Nc1ccc2c(c1)OCCO2)C(=O)COc1ccc(C)cc1 do in these assays?
C-LANA FP: -1.1; NSD2 HMT inh: -2; V-ATPase pHluor: -1; CAL PDZ FP-1: -1.8; Arrestin-AP2 inh: 14; DAGLB inh: -5; CAL PDZ FP-2: 3; Keap1 Nrf2 FP: 0; Cardiac RTF inh: -12

Results for COc1ccc(OC)c(/C=N/NC(=O)c2ccc(Cn3cc([N+](=O)[O-])cn3)o2)c1 ?
C-LANA FP: 1.3; NSD2 HMT inh: 0; V-ATPase pHluor: 4; CAL PDZ FP-1: -1.7; Arrestin-AP2 inh: -4; DAGLB inh: 3; CAL PDZ FP-2: 3; DSG3 Ab inh: 98; Keap1 Nrf2 FP: 2; Cardiac RTF inh: -10

Results for COc1ccccc1-n1c(-c2cn(C)nc2C)n[nH]c1=S ?
C-LANA FP: 0.4; NSD2 HMT inh: 1; V-ATPase pHluor: 4; CAL PDZ FP-1: 0.7; Arrestin-AP2 inh: 9; DAGLB inh: -2; CAL PDZ FP-2: -3; DSG3 Ab inh: 102; Keap1 Nrf2 FP: -7; Cardiac RTF inh: -1

How did COC(=O)c1cc2c(n(-c3ccccc3)c1=O)CCCC2=O do in these assays?
C-LANA FP: 1.6; V-ATPase pHluor: 1; CAL PDZ FP-1: -1.5; Arrestin-AP2 inh: 6; DAGLB inh: 1; CAL PDZ FP-2: 10; DSG3 Ab inh: 94; Keap1 Nrf2 FP: 0; Cardiac RTF inh: -6

What do the screens show for `COc1ccc(C2Nc3ccc(Br)cc3C(c3ccccc3)N2CC(=O)O)cc1` (stereo not given)?
C-LANA FP: 12; NSD2 HMT inh: 7; V-ATPase pHluor: 2; CAL PDZ FP-1: 0.7; Arrestin-AP2 inh: 6; DAGLB inh: 0; CAL PDZ FP-2: 1; DSG3 Ab inh: 98; Keap1 Nrf2 FP: -24; Cardiac RTF inh: 8

Results for COc1ccc(C)cc1S(=O)(=O)Nc1cccc(-c2ccc(N3CCCCCC3)nn2)c1 ?
C-LANA FP: 0.0; NSD2 HMT inh: -4; V-ATPase pHluor: -1; CAL PDZ FP-1: -2.5; Arrestin-AP2 inh: 24; DAGLB inh: 3; CAL PDZ FP-2: -6; Keap1 Nrf2 FP: -5; Cardiac RTF inh: 3

How did COc1cc(C(=O)c2ccccc2Cl)c([N+](=O)[O-])cc1OC do in these assays?
C-LANA FP: 0.5; NSD2 HMT inh: 3; V-ATPase pHluor: 3; CAL PDZ FP-1: -4.4; Arrestin-AP2 inh: 4; DAGLB inh: 0; CAL PDZ FP-2: -3; DSG3 Ab inh: 89; Keap1 Nrf2 FP: -6; Cardiac RTF inh: -20

The last 2 compounds of the part above are carried over, then new ones follow.
Results for COc1ccc(C)cc1S(=O)(=O)Nc1cccc(-c2ccc(N3CCCCCC3)nn2)c1 ?
C-LANA FP: 0.0; NSD2 HMT inh: -4; V-ATPase pHluor: -1; CAL PDZ FP-1: -2.5; Arrestin-AP2 inh: 24; DAGLB inh: 3; CAL PDZ FP-2: -6; Keap1 Nrf2 FP: -5; Cardiac RTF inh: 3

How did COc1cc(C(=O)c2ccccc2Cl)c([N+](=O)[O-])cc1OC do in these assays?
C-LANA FP: 0.5; NSD2 HMT inh: 3; V-ATPase pHluor: 3; CAL PDZ FP-1: -4.4; Arrestin-AP2 inh: 4; DAGLB inh: 0; CAL PDZ FP-2: -3; DSG3 Ab inh: 89; Keap1 Nrf2 FP: -6; Cardiac RTF inh: -20

Results for CCn1c(=S)sc2c(=O)n(CC(=O)Nc3ccccc3)c(C)nc21 ?
C-LANA FP: -0.4; NSD2 HMT inh: 0; V-ATPase pHluor: 3; CAL PDZ FP-1: -0.4; Arrestin-AP2 inh: -17; DAGLB inh: -1; CAL PDZ FP-2: -2; DSG3 Ab inh: 99; Keap1 Nrf2 FP: -3; Cardiac RTF inh: -2

What do the screens show for `COc1cccc(OC)c1C(=O)O/N=C(\N)c1ccncc1`?
C-LANA FP: 2.0; NSD2 HMT inh: -1; V-ATPase pHluor: 0; CAL PDZ FP-1: -1.2; Arrestin-AP2 inh: -1; DAGLB inh: -1; CAL PDZ FP-2: 3; DSG3 Ab inh: 106; Keap1 Nrf2 FP: 2; Cardiac RTF inh: -7

Results for O=C1CCCN1Cc1ncnn1-c1ccccc1 ?
C-LANA FP: 1.5; NSD2 HMT inh: 4; V-ATPase pHluor: -4; Arrestin-AP2 inh: 7; DAGLB inh: 0; CAL PDZ FP-2: -1; DSG3 Ab inh: 110; Keap1 Nrf2 FP: -4; Cardiac RTF inh: -9

What do the screens show for `O=C(N/N=C/c1ccc[nH]1)c1c[nH]c2ccccc12`?
C-LANA FP: -2.4; NSD2 HMT inh: 23; V-ATPase pHluor: -2; CAL PDZ FP-1: -2.4; Arrestin-AP2 inh: 11; DAGLB inh: 2; CAL PDZ FP-2: -1; DSG3 Ab inh: 102; Keap1 Nrf2 FP: -3; Cardiac RTF inh: -7

Results for CC(OC(=O)c1cc2sccc2n1C)C(=O)NCc1ccc2c(c1)OCO2 (stereo not given) ?
C-LANA FP: 0.5; NSD2 HMT inh: 0; V-ATPase pHluor: 1; CAL PDZ FP-1: -2.9; Arrestin-AP2 inh: -7; DAGLB inh: -2; CAL PDZ FP-2: -2; DSG3 Ab inh: 69*; Keap1 Nrf2 FP: -7; Cardiac RTF inh: 0

What do the screens show for `CNC(=S)N1N=C(c2ccc(C)cc2)CC1c1ccc(OC)cc1` (stereo not given)?
C-LANA FP: -0.9; NSD2 HMT inh: 2; V-ATPase pHluor: -6; CAL PDZ FP-1: -1.2; Arrestin-AP2 inh: 5; DAGLB inh: -6; CAL PDZ FP-2: -2; DSG3 Ab inh: 97; Keap1 Nrf2 FP: 0; Cardiac RTF inh: 3

Results for Cc1ccc(S(=O)(=O)N2CCOCC2)cc1C(=O)OCC(=O)NCCc1ccccc1 ?
C-LANA FP: -1.0; NSD2 HMT inh: -2; V-ATPase pHluor: 1; CAL PDZ FP-1: -9.2; Arrestin-AP2 inh: 28; DAGLB inh: 2; CAL PDZ FP-2: -3; Keap1 Nrf2 FP: 1; Cardiac RTF inh: -10

How did O=C(Nc1ccc(Nc2ccccc2)cc1)c1ccccc1F do in these assays?
C-LANA FP: 0.2; NSD2 HMT inh: 3; V-ATPase pHluor: 0; CAL PDZ FP-1: -0.7; Arrestin-AP2 inh: -2; DAGLB inh: 3; CAL PDZ FP-2: -1; DSG3 Ab inh: 109; Keap1 Nrf2 FP: -2; Cardiac RTF inh: -2

How did c1ccc(-c2nnc3sc(-c4csc5c4CCCC5)nn23)cc1 do in these assays?
C-LANA FP: -5.4; NSD2 HMT inh: 1; V-ATPase pHluor: 0; CAL PDZ FP-1: -5.8; Arrestin-AP2 inh: 1; DAGLB inh: -3; CAL PDZ FP-2: -3; DSG3 Ab inh: 103; Keap1 Nrf2 FP: 8; Cardiac RTF inh: -2

Results for O=C(NC1C2CC3CC(C2)CC1C3)C1CC1 (stereo not given) ?
C-LANA FP: 2.7; NSD2 HMT inh: -2; V-ATPase pHluor: -1; CAL PDZ FP-1: -0.1; Arrestin-AP2 inh: -2; DAGLB inh: -4; CAL PDZ FP-2: -1; Keap1 Nrf2 FP: 5; Cardiac RTF inh: -16

Results for COc1ccc(N2CCN(C(CNC(=O)C(=O)NCCCn3ccnc3)c3ccco3)CC2)cc1 (stereo not given) ?
C-LANA FP: 3.2; V-ATPase pHluor: 0; CAL PDZ FP-1: -2.4; Arrestin-AP2 inh: -15; DAGLB inh: -1; CAL PDZ FP-2: -4; DSG3 Ab inh: 96; Keap1 Nrf2 FP: -2; Cardiac RTF inh: 0
